CHX counter: affects cycloheximide protein synthesis inhibition readout, counter-screen; max response, %; hit rate 12% among 300,000; cell reporter, cycloheximide protein synthesis inhibition counterscreen; AID 2314; in the data active means max response mostly above about 13%, no sharp cut-off; inactive means mostly below about 14%; further: read at 38.3 µM for the half of the compounds with a filed dose; 0% is about no effect
Giardia FBPA inh: inhibitors of Giardia lamblia fructose-1,6-bisphosphate aldolase; Potency, µM (titrated, usually from 59.6 µM), for the others: at the top dose activity, negative = inhibition, usual class: inhibitors; purified Giardia FBPA; hit rate 0.71% among 290,000; further: potency means the concentration at half of the fitted maximal effect; on the % scale 0 is the no-effect control and ±100 the full control effect; nearly all actives have a fitted effect of over 55% in size
Target sequence (A8B2U2 whole entry, looked up): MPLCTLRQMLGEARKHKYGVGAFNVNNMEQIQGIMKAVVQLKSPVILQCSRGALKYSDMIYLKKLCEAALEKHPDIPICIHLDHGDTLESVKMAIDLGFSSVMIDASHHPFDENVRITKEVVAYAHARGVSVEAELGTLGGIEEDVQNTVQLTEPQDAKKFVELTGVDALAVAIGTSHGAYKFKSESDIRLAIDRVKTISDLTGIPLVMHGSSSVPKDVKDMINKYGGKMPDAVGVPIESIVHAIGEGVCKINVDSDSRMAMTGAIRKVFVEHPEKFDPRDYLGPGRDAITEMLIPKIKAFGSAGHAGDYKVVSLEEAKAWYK
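40 nM FBPA preincubated 10 min at RT with compound (up to 57.5 uM final), then substrate plus GAPDH/TPI/NAD/arsenate coupling and diaphorase/resazurin added. Fluorescence read after 20 min at RT, 525/598 nm.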
Shiga inhibitor: blocks Shiga toxin action in Vero cells. Vero cells, Shiga toxin protein synthesis inhibition reporter. inhibition, % at 38.7 µM. hit rate 9.2% among 290,000. AID 2315; in the data active means inhibition mostly above about 28%, no sharp cut-off; inactive means mostly below about 43%; further: 0% is about no effect
Pf growth 96h: P. falciparum growth inhibition at 96 hour, primary screen for plastid delayed-death inhibitors | AID 504834 | Potency, µM (series often up to 28.7 µM), inactives show at the highest dose activity change, negative = inhibition, hits mostly inhibitors | P. falciparum luciferase reporter growth, 96 h | hit rate 6.9% among 320,000; further: potency means the concentration at half of the fitted maximal effect; on the % scale 0 is the no-effect control and ±100 the full control effect
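Erythrocytes infected with luciferase-expressing P. falciparum were dispensed at 2% hematocrit and 0.05% parasitemia (final), then incubated with compounds 96 hours at 37 C in 5% CO2. Luminescence after detection reagent addition reported growth.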
Sm TGR inh: blocks Schistosoma mansoni thioredoxin glutathione reductase; Potency, µM (series often up to 114 µM), for the others: at the highest dose activity change, negative = inhibition, hits mostly inhibitors; AID 485364; hit rate 3% among 360,000; purified TGR, DTNB reduction, TNB absorbance 405 nm; further: potency means the concentration at half of the fitted maximal effect; on the % scale 0 is the no-effect control and ±100 the full control effect; nearly all actives have a fitted effect of over 60% in size
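Kinetic colorimetric format: TGR-catalysed, NADPH-driven DTNB reduction monitored via TNB absorbance. Enzyme dispensed at 20 nM; compound exposure 15 min at room temperature before reaction start.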
Pf growth 48h: P. falciparum growth inhibition at 48 hours (one generation); Potency, µM (series often up to 28.7 µM), without a hit: top-dose activity change, negative = inhibition, usual class: inhibitors; P. falciparum luciferase growth in erythrocytes, 48 h; hit rate 5.9% among 310,000; further: potency means the concentration at half of the fitted maximal effect; on the % scale 0 is the no-effect control and ±100 the full control effect
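Here the parasites carry a stable luciferase gene and grow inside erythrocytes in Albumax-based RPMI medium with compound for one erythrocytic cycle. Activity is scored as loss of luminescent signal.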
An asterisk follows results filed as active; ? = inconclusive; / = no result given; & = joins results of further samples; [ ] = another dose, or the depositor's remark. Unless noted, the call rests on the fitted dose curve; in most records, active means well fitted curve in the direction sought with a large enough effect; inconclusive means small, poorly fitted or top-dose-only effect, or another doubt; inactive means no such curve, though single readings can be large; an effect the other way counts as inactive or inconclusive.

1	CCSc1nnc(NC(=O)[C@@H](NC(=O)c2ccc(C(C)(C)C)cc2)C(C)C)s1
2	Cc1ccc2ccc(C)[n+](CCCS(=O)(=O)[O-])c2c1
3	CCCc1nc(SCC(=O)N2CCCc3ccccc32)c2c(=O)n(C)c(=O)n(C)c2n1
4	N#CCC(=O)NNc1c([N+](=O)[O-])cc(C(F)(F)F)cc1[N+](=O)[O-]
5	C[C@]12C=CC(=O)C=C1CC[C@@H]1C2CC[C@]2(C)OC(=O)CCC12 (some centres not stated)

assay / compound	1	2	3	4	5
CHX counter	8	7	4	-2	-2&-1
Giardia FBPA inh	10%	-1%	8%	1%	-1%&0%
Shiga inhibitor	34*	-7	11	5	-3&-12
Pf growth 96h	?	?	?	7%	?
Sm TGR inh	1%	0%	3%	1%	16%
Pf growth 48h	?	8%	?	-18%	22%&-18%

6	O=C(COC(=O)c1ccc([N+](=O)[O-])cc1Cl)Nc1cccnc1Cl
7	COC(=O)c1ccc(NS(=O)(=O)c2ccc(-c3cc(C)no3)s2)cc1
8	CC1=CC(=O)OC2CC3OC4C[C@@H](C)C5OC6CC7O[C@]8(C)C/C=C\C9OC%10CC%11OC(CC(C)CO)CC(O)[C@]%11(C)OC%10CC9OC8C[C@]7(C)O[C@]6(C)CCC5OC4C[C@]3(C)OC12 (some centres not stated)
9	C[C@H]1CCC(=O)N([C@H](COc2ccccc2)Cc2ccccc2)CC1
10	O=C(CC1SC(=Nc2ccc(O)cc2)NC1=O)Nc1ccccc1 (configuration not stated)

assay / compound	6	7	8	9	10
CHX counter	/	2	1	-2	-1
Giardia FBPA inh	/	6%	5%	-4%	5%
Shiga inhibitor	/	15	-17	-1	21
Pf growth 96h	34%[activator]	20%	/	?	-9%
Sm TGR inh	-8%	-10%	-6%	0%	1%
Pf growth 48h	8%	18%	/	?	42%[activator]

11	Cc1csc(NC(=O)c2cccc([N+](=O)[O-])c2C(=O)O)n1
12	CC(Oc1ccccc1)C(=O)NC1C(=O)N2C1SC(C)(C)C2C(=O)O (configuration not stated)
13	Cc1cc(C)c(OCCCn2ccnc2)c(C)c1
14	CCOc1ccc(CNCc2ccccc2Cl)cc1
15	CN1CCN(c2ccc(F)cc2N)CC1

assay / compound	11	12	13	14	15
CHX counter	-2	-1	-3	32*	-5
Giardia FBPA inh	?	-2%	?	-1%	1%
Shiga inhibitor	/	-6	-2	51*	35
Pf growth 96h	?	52%[activator]	-18%	-21%	?
Sm TGR inh	0%	/	0%	-16%	0%
Pf growth 48h	8%	14%	?	30%[activator]	23%

16	O=C(O)CCc1c(C(=O)O)[nH]c2cc(Cl)cc(Cl)c12
17	O=C(COc1cc(F)ccc1[N+](=O)[O-])Nc1ccc(N2CCCCC2)cc1
18	CCN(CC)CCNC(=O)c1ccc(NC(=O)c2ccc(S(=O)(=O)N3CCCCCC3)cc2)cc1
19	Cc1coc2c(C)c3oc(=O)c(CCC(=O)NCCCn4ccnc4)c(C)c3cc12
20	Fc1ccc(F)c(NC2=NCCCCC2)c1

assay / compound	16	17	18	19	20
CHX counter	-3	/	/	-1	-7
Giardia FBPA inh	12%	/	/	21%	1%
Shiga inhibitor	4	/	/	2	-4
Pf growth 96h	/	0%	?	?	34%[activator]
Sm TGR inh	/	-11%	-1%	8%	-1%
Pf growth 48h	/	?	1.7µM*	10µM*	17%

21	CSc1ccccc1Nc1ncnc(N)n1
22	C[C@H]1CCC[C@]2(CC(=O)c3cc(F)ccc3O2)C1
23	CCCC(=O)N(Cc1cc(=O)[nH]c2ccccc12)c1ccccc1OC
24	O=C(NCC1CC1)C1(C(F)(F)F)C/C(=C\CCO)CCCO1 (configuration not stated)
25	O=C(NCc1ccccc1)c1ccc(=O)oc1

assay / compound	21	22	23	24	25
CHX counter	2	/	1	-4	14
Giardia FBPA inh	3%	/	5%	3%	5%
Shiga inhibitor	6	/	-5	3	-4
Pf growth 96h	-1%	71%[activator]	12µM*	/	?
Sm TGR inh	15%	-9%	-1%	/	6%
Pf growth 48h	76%[activator]	17%	7.4µM*	/	-38%

26	CN(C)c1ccc(NC(=O)CC(NCc2ccccn2)C(=O)O)cc1 (configuration not stated)
27	CCOC(=O)c1cnn(-c2nc3c(C)cccc3s2)c1C
28	Cc1ccc(S(=O)(=O)NC2(C(F)(F)F)NC(=O)N(c3ccccc3F)C2=O)cc1 (configuration not stated)
29	CCCn1c(SCC(=O)Nc2ccc(OC)cc2)nnc1-c1ccncc1
30	O=C(Cn1nnc(-c2cccc(C(F)(F)F)c2)n1)NC1CCCC1

assay / compound	26	27	28	29	30
CHX counter	-2	-1	-3	0	1
Giardia FBPA inh	?	3%	6%	-6%	-2%
Shiga inhibitor	0	-18	-5	-16	-6
Pf growth 96h	17%	/	-9%	10%	-8%
Sm TGR inh	-14%	-8%	1%	0%	0%
Pf growth 48h	8%	10%	29%	/	?

31	CCOc1ccc(OCC(=O)OCC(=O)N(CC(C)C)c2c(N)n(Cc3ccccc3)c(=O)[nH]c2=O)cc1
32	CCN(CC(=O)NCc1ccc(Cl)cc1)C(=O)COc1ccc(Cl)cc1Br
33	N#CCc1nc2n(n1)Cc1ccccc1-2
34	Cc1ccc(C(=O)NCc2cccs2)cc1S(=O)(=O)N1CCCCC1
35	CC/C(=N\NC(=O)CSCc1ccc(Cl)cc1)c1ccc2c(c1)OCCO2

assay / compound	31	32	33	34	35
CHX counter	/	/	-4	2	8
Giardia FBPA inh	/	/	2%	-3%	7%
Shiga inhibitor	/	/	1	-6	20
Pf growth 96h	29%	36%[activator]	?	266%[activator]	18%
Sm TGR inh	-2%	-1%	-1%	0%	14%
Pf growth 48h	12%	-14%	-18%	0%	-2%

36	COC(=O)c1cn[nH]c1NC(=S)Nc1ccc(C)cc1Cl
37	CCCc1nc(N2CCOCC2)c(C#N)c2c1CCCC2
38	Cc1cnc(CN2CCc3c([nH]c4ccccc34)C2C2CCCCC2)[nH]1 (configuration not stated)
39	CC(C)(C)CC(=O)Nc1cc2c3c(c1)CCN3C(=O)CC2
40	CCC(C)c1ccccc1NC(=S)NC(=O)c1ccco1 (configuration not stated)

assay / compound	36	37	38	39	40
CHX counter	27*	-5	-5	-1	-3
Giardia FBPA inh	10%	9%	5%	1%	/
Shiga inhibitor	74*	-5	-13	17	-1
Pf growth 96h	/	?	?	47%[activator]	-18%
Sm TGR inh	-24%	4%	3%	-7%	?
Pf growth 48h	121%[activator]	/	-2%	32%[activator]	?

Results in sequence from above:
Compounds 36 to 40 in Shiga inhibitor, in turn: 74*, -5, -13, 17, -1
Compounds 36 to 40 in CHX counter, in turn: 27*, -5, -5, -1, -3

Full records as entered above.
Results for `CC(C)(C)CC(=O)Nc1cc2c3c(c1)CCN3C(=O)CC2` : CHX counter = -1; Giardia FBPA inh = 1%; Shiga inhibitor = 17; Pf growth 96h = 47%[activator]; Sm TGR inh = -7%; Pf growth 48h = 32%[activator]
Results for `Cc1cnc(CN2CCc3c([nH]c4ccccc34)C2C2CCCCC2)[nH]1` (configuration not stated) : CHX counter = -5; Giardia FBPA inh = 5%; Shiga inhibitor = -13; Pf growth 96h = ?; Sm TGR inh = 3%; Pf growth 48h = -2%

The listing continues.
41	CC1(C)CC(=O)C2=C(C1)c1c(ccc3ccccc13)NC2c1ccc(C(=O)O)cc1 (configuration not stated)
42	Clc1ccc(OCCCn2cncn2)cc1Cl
43	O=C(CSc1nnc(-c2ccncc2)n1C1CCCCC1)Nc1cccc(O)c1
44	O=C(CCCl)Nc1cc(SCCO)cc([N+](=O)[O-])c1
45	CCc1nc2ccc(C(=O)NCCc3ccc(OC)cc3)cc2nc1CC

assay / compound	41	42	43	44	45
CHX counter	14	6	-4	-1	1
Giardia FBPA inh	-4%	-29%	0%	4%	/
Shiga inhibitor	22	5	-1	-13	29
Pf growth 96h	?	-12%	-25%	-15%	-5%
Sm TGR inh	-18%	7%	-1%	5%	3%
Pf growth 48h	?	-28%	-25%	10%	-2%

46	Cc1cccc(C2CN(C)CCc3c2cc(O)c(O)c3Cl)c1 (configuration not stated)
47	O=C1NCCCC2c3c(cc(Br)c(O)c3Br)OC12N1CCOCC1 (configuration not stated)
48	O=C(O)CCC(=O)Nc1ccccc1C(=O)NCc1ccco1
49	CC(=O)Cc1nsc(NC(=O)c2cn(-c3ccccc3)nc2-c2ccc(Br)cc2)n1
50	CCOC(=O)[C@H]1[C@H]2COc3ccc(Br)cc3[C@@H]2N2C(=O)CN(Cc3ccc(F)cc3)C(=O)[C@@]12C

assay / compound	46	47	48	49	50
CHX counter	/	5	-2	-4	/
Giardia FBPA inh	-9%	-5%	7%	7%	/
Shiga inhibitor	/	3	-10	-29	/
Pf growth 96h	?	?	-10%	/	?
Sm TGR inh	-16%	40µM*	-9%	-8%	-3%
Pf growth 48h	?	2%	19%	?	13µM*

51	CCOc1ccc(/C(=N\O)C(C)NO)cc1 (configuration not stated)
52	O=C(NCCC1=CCCCC1)C(=O)c1c[nH]c2ccccc12
53	c1ccc2oc(C3=NNC(=NC4CC4)SC3)cc2c1
54	CCN1C(=O)C(O)(CC(=O)c2ccccn2)c2ccccc21 (configuration not stated)
55	CC(=O)c1cccc(NC(=O)c2ccc(N(Cc3ccccc3C)S(C)(=O)=O)cc2)c1

assay / compound	51	52	53	54	55
CHX counter	-4	26*	41*	-7	2
Giardia FBPA inh	0%	0%	7%	3%	4%
Shiga inhibitor	13	49*	67	-6	6
Pf growth 96h	-5%	-13%	?	14%	?
Sm TGR inh	0%	2%	?	-8%	8%
Pf growth 48h	10%	44%[activator]	-64%	/	?

56	CCc1cccc(NC(=O)CN(C)S(=O)(=O)c2cccc3nsnc23)c1
57	Cn1cc(Cl)c(C(=O)OCC(=O)Nc2ccccc2)n1
58	CCCCOC(=O)CSc1nc2ccccc2o1
59	O=C(CCn1c(=O)c2cccn2c2ccc(F)cc21)NCCc1ccccc1
60	Cc1nnc(NC(=O)c2oc3c(ccc4ccccc43)c2C)s1

assay / compound	56	57	58	59	60
CHX counter	-2	-2	2	-10	-2
Giardia FBPA inh	-5%	3%	-10%	/	-5%
Shiga inhibitor	-3	-5	13	17	-9
Pf growth 96h	?	1%	9%	3%	18%
Sm TGR inh	-19%	-5%	5%	-1%&-14%	-3%
Pf growth 48h	-3%	/	35%[activator]	-9%	6%

61	CCCn1c(N)c(C(=O)CN2CCc3ccccc3C2)c(=O)n(C)c1=O
62	CCC1CCCCN1CCCNC(=O)Cn1c(=O)c2cccn2c2cccnc21 (configuration not stated)
63	Cc1nn2c(nc(N3CCOCC3)c3ccccc32)c1C=C(C#N)C#N
64	CCc1nc2ccccc2c(C(=O)Nc2ccc(C)cc2)c1C
65	CC(=O)c1ccc(N2CCN(c3ccnc4cc(Cl)ccc34)CC2)cc1
66	CCCC(=O)N(CCN1CCOCC1)c1nc2c(OCC)cccc2s1
67	O=C(CCC1CCCCC1)NCCS(=O)(=O)N1CCN(c2ccc(F)cc2)CC1
68	Cn1c(=O)c2c(SCC(=O)NCC3CCCO3)nc(-c3cccs3)nc2n(C)c1=O (configuration not stated)

assay / compound	61	62	63	64	65	66	67	68
CHX counter	-3	-5	-5	-3	-5	-3	/	3
Giardia FBPA inh	-11%	-6%	-3%	5%	4%	-12%	/	8%
Shiga inhibitor	-10	-3	11	-7	-4	-8	/	-8
Pf growth 96h	37%	-3%	23%	-27%	6.6µM*	16%	?	?
Sm TGR inh	-29%	1%	-13%	-9%	-16%	1%	3%	-9%
Pf growth 48h	5%	39%[activator]	6%	0%	10µM*	-7%	?	26%

Screens as filed in PubChem BioAssay.
